MOR-DOR ag = agonists of OPRM1-OPRD1 heterodimerization, primary screen, cell-based, luminescence; Mu-type opioid receptor (Homo sapiens) + Delta-type opioid receptor (Homo sapiens), …; cells; activation, % at 9.3 µM; actives 0.3% (n = 340,000); AID 504326, 2011; in the data active = activation above about 18%;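 note: 0% = vehicle-treated cells and 100% = reference agonist; values of inactives mirror those of a sister screen read the other way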
V-ATPase pHluor = regulators of yeast V-ATPase proton pumping, primary screen, pHLuorin cytosolic pH fluorescence | S. cerevisiae | response, % at 10 µM | actives 0.37% (n = 350,000); in the data active = response mostly above about 7.3%, no sharp cut-off; inactive = mostly below about 5.4%; note: actives read high; inactives centre near 0; some compounds called inactive have numbers as strong as hits; reference of the scale not given here
Arr AP2 block = inhibitors of beta-arrestin/AP2 binding, primary screen, biochemical, GPCR trafficking, flow cytometry | inhibition, % at 10 µM | FITC-arrestin peptide / GST-AP2 beads; AP2 beta2 appendage carries R879A mutation | beta-arrestin 1 C-terminal peptide binding to AP2 beta2-adaptin appendage (human) | actives 0.31% (n = 340,000) | AID 504490, 2011;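 active = inhibition above a set limit, near 3 SD of compounds lacking own fluorescence, cut at about 54% in these data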;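 note: plate controls were DMSO wells for no effect and 5 µM unlabelled arrestin peptide for full effect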
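Material – AP2 appendage R879A on GSH beads · Buffer or medium – PBS with 0.05% Tween 20 and 0.1% BSA · Probe or stimulus – fluorescein-tagged arrestin peptide at 50 nM final · Incubation – compound with beads 12 min RT, then probe 1 h RT · Detection – high-throughput flow cytometry of beads, ex 488, em 535 nm · Evaluation – percent response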
DAGLB inhibitor = DAGLB lipase inhibitors, primary screen, biochemical, fluorescence, HTS | Diacylglycerol lipase-beta (Homo sapiens), Q8NCG7 | HEK293T DAGLB membrane lysate, EnzChek fluorogenic substrate | inhibition, % at 5.17 µM | actives 0.059% (n = 340,000) | AID 504411, 2011; in the data active = inhibition above about 34%;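 note: 0% = enzyme with vehicle and 100% = wells lacking enzyme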
Target sequence (Q8NCG7 whole entry, looked up): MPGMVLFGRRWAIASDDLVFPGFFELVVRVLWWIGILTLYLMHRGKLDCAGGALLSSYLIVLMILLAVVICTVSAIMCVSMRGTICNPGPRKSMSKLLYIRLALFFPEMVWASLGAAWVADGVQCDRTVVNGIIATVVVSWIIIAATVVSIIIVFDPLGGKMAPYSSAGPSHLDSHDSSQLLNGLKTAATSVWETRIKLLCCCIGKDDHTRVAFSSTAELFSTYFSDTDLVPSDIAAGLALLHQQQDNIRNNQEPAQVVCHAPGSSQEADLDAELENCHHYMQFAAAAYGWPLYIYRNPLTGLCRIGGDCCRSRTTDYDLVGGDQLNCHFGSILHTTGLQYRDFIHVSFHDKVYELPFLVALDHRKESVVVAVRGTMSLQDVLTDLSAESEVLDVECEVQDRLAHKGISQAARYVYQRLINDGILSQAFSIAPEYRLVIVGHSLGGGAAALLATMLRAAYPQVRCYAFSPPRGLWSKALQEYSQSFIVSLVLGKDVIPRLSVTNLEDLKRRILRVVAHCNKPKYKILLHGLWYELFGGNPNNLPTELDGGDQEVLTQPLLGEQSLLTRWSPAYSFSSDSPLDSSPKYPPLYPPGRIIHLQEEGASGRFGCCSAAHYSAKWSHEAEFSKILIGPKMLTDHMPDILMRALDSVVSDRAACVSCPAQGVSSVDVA
HTR5A ag ctr = HTR5A agonists in luminescence cell assay, primary screen, counter-screen for OPRM1-OPRD1 heterodimer agonist project, full-deck HTS. cell-based. activation, % at 9.3 µM. actives 0.61% (n = 340,000). AID 504692, 2011; in the data active = activation mostly above about 9.5%, no sharp cut-off; inactive = mostly below about 7.6%;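 note: 0% = cells with vehicle only and 100% = reference agonist; strong numbers were not always called active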
Target sequence (P47898 whole entry, looked up): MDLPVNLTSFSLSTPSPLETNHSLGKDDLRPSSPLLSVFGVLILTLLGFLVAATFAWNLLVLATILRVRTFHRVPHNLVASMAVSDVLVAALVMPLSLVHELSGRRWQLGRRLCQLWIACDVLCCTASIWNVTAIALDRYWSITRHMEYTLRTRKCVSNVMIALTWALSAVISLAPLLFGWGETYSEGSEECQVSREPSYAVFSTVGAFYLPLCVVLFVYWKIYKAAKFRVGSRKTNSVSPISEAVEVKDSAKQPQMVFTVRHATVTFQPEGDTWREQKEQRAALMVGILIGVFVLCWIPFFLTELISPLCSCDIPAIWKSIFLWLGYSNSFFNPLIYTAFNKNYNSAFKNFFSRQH
PKA-R2B act = activators of PKA-R2B holoenzyme, primary screen, biochemical, fluorescence polarization, Cy5-IP20, human. activation, % at 11.4 µM. PKA-R2B holoenzyme dissociation; R2B truncated from residue 108, S112A mutant; 0% DMSO only, 100% 113 µM cGMP. actives 0.079% (n = 340,000). cAMP-dependent protein kinase catalytic subunit beta (Homo sapiens) + cAMP-dependent …. AID 504700, 2011;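 active = activation above a cutoff set at the mean over all compounds plus 3 SD, cut at about 18% in these data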;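 note: higher means more holoenzyme dissociation and a rise in polarization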
DSG3 Ab inh = inhibitors of pemphigus antibody binding to DSG3, primary screen, biochemical, bead-based, flow cytometry, scFv-GFP; DSG3-coupled beads, scFv-anti-DSG3-GFP binding; stronger effect = lower value; binding (percent of control), % at 10 µM; actives 0.48% (n = 310,000); AID 588358, 2011;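 active = binding more than 3 SD below its plate's average and above zero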;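 note: hits lower antibody fragment binding to DSG3; some compounds called inactive have numbers as strong as hits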
MOR-DOR inv ag = inverse agonists of MOR-DOR heterodimerization, primary screen, cell-based, luminescence; AID 504357, 2011; actives 0.21% (n = 340,000); cell-based MOR-DOR heterodimer luminescence, inverse agonism; inhibition, % at 9.3 µM; Mu-type opioid receptor (Homo sapiens) + Delta-type opioid receptor (Homo sapiens), …; in the data active = inhibition above about 22%, passing the limit was not always enough;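 note: 0% = cells with DMSO and 100% = wells without cells with DMSO; values of inactives mirror those of a sister screen read the other way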
PKA-R1A activ = activators of PKA-R1A holoenzyme, primary screen, biochemical, fluorescence polarization, Cy5-IP20, bovine R1A, mouse PKAc; cAMP-dependent protein kinase type I-alpha regulatory subunit (Bos taurus) + …; activation, % at 11.4 µM; PKA-R1A dissociation; scaled: DMSO 0%, 113 µM cGMP 100%; actives 0.083% (n = 340,000);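 active = percent activation above the mean of all tested compounds plus 3 SD, cut at about 19% in these data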;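 note: higher means more PKAc released from R1A so a rise in polarization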
HTR5A inv ctr = HTR5A inverse agonists in luminescence cell assay, primary screen, counter-screen for OPRM1-OPRD1 heterodimer inverse agonist project, full-deck HTS; 5-hydroxytryptamine receptor 5A (Homo sapiens), P47898; HTR5A cell line, inverse agonism; inhibition, % at 9.3 µM; actives 0.083% (n = 340,000); AID 504634, 2011; in the data active = inhibition mostly above about 23%, no sharp cut-off; inactive = mostly below about 18%;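 note: 0% = cells with DMSO and 100% = no-cell wells with DMSO; some compounds called inactive have numbers as strong as hits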
Active calls of the source: *; . = not tested or not shown.

Compound	MOR-DOR ag	V-ATPase pHluor	Arr AP2 block	DAGLB inhibitor	HTR5A ag ctr	PKA-R2B act	DSG3 Ab inh	MOR-DOR inv ag	PKA-R1A activ	HTR5A inv ctr
CCCCn1c(N)c(N(CCOC)C(=O)c2cc(-c3ccc(OC)c(OC)c3)nc3ccccc23)c(=O)[nH]c1=O	0.9	-2	5	1	6	-9	98	-6	-3	-19
CCCSc1ccc([C@@H]2[C@@H]3C(=O)N(CC)C(=O)[C@@H]3[C@]3(C(=O)OC)CCCCN23)cc1OC	2.9	5	-8	-7	1	1	104	-17	-2	8
Cc1ccc(/C(O)=C2\C(=O)C(=O)N(c3cc(C)on3)C2c2cccc(Br)c2)cc1 (stereo unspecified)	-1.0	-3	-5	0	3	0	98	5	-2	-9
CCOc1ccccc1C(=S)NC1CCCCC1	0.8	2	-1	-2	0	-7	136	-4	2	1
N#Cc1c(-c2ccccc2)cc(-c2cccs2)nc1SCC(=O)O	-2.3	-4	14	8	-1	-7	103	11	2	4
Cc1c(NC(=O)Cc2noc3ccccc23)cccc1[N+](=O)[O-]	1.6	-2	4	-5	2	4	102	-8	8	-4
CC1CCN(S(=O)(=O)c2cc(F)ccc2CN2C(=O)c3cccnc3C2=O)CC1	-0.2	4	0	1	3	-3	.	1	0	-6
Cc1cc(=O)n2cc(-c3ccccc3)nc2[nH]1	-2.2	2	-1	-1	3	-6	.	11	-3	-9
COc1ccc(S(=O)(=O)N2CCOC2CNC(=O)C(=O)NCc2ccc3c(c2)OCO3)cc1 (stereo unspecified)	-2.1	2	-17	2	1	7	.	11	-1	-1
NS(=O)(=O)c1ccc(NC(=O)COC(=O)CN2C(=O)C3CC=CCC3C2=O)cc1 (stereo unspecified)	-3.0	0	-2	-1	3	3	96	12	-6	16
CC(=O)Oc1ccc(/C=C(\NC(=O)c2ccco2)C(=O)NCc2ccccc2)cc1	-2.1	-3	24	-2	1	-8	112	11	-1	-3
COc1ccc(CCNC(=O)CSc2nnnn2C)cc1OC	-0.1	-1	41	-2	2	-2	100	1	4	-23

Two compounds drawn at random from the list so far:
Compound	MOR-DOR ag	V-ATPase pHluor	Arr AP2 block	DAGLB inhibitor	HTR5A ag ctr	PKA-R2B act	DSG3 Ab inh	MOR-DOR inv ag	PKA-R1A activ	HTR5A inv ctr
N#Cc1c(-c2ccccc2)cc(-c2cccs2)nc1SCC(=O)O	-2.3	-4	14	8	-1	-7	103	11	2	4
CCCCn1c(N)c(N(CCOC)C(=O)c2cc(-c3ccc(OC)c(OC)c3)nc3ccccc23)c(=O)[nH]c1=O	0.9	-2	5	1	6	-9	98	-6	-3	-19

(further entries)
Compound	MOR-DOR ag	V-ATPase pHluor	Arr AP2 block	DAGLB inhibitor	HTR5A ag ctr	PKA-R2B act	DSG3 Ab inh	MOR-DOR inv ag	PKA-R1A activ	HTR5A inv ctr
CCN1C(=NCC2CC2)N[C@@H](c2ccccc2)C(C(=O)OC)=C1C	-1.2	0	-21	0	1	14	93	6	-5	-28
Brc1ccccc1-c1nnc(COc2ncnc3c2cnn3-c2ccccc2)o1	-2.6	0	32	-3	1	2	.	11	-11	-3
O=Cc1c(F)cccc1N1CCCC1	-1.8	1	21	-4	-4	-7	105	10	-1	-13
CC1(C)C(=O)OC(c2cccn2-c2ccc([N+](=O)[O-])cc2)C2(CCCCC2)C1=O (stereo unspecified)	0.4	-1	-2	3	-3	-6	.	-2	3	-21
O=S(=O)(c1ccc(F)cc1)N1CCN(c2ncccn2)CC1	-0.8	-1	0	-1	5	-10	126	4	-3	-17
CCN(c1ccccc1)S(=O)(=O)c1ccc(Oc2ccccc2C(C)=O)nc1	-1.2	-1	-2	0	-1	0	117	6	-6	3
CCSc1nc2c(c(=O)n1CC)SC(C)C2 (stereo unspecified)	-1.4	3	-4	2	-4	1	101	8	-8	3
CCCN1Cc2cccc(C(=O)N3CCN(c4ccc(OC)cc4)CC3)c2C1=O	-4.0	5	-8	3	-2	-8	86	20	4	8
CC1CCN(Cc2c(C#N)c3ccccc3n2C)CC1	2.4	-2	38	-4	8	14	.	-14	3	-22
CCCOC1CCCN(C(=O)c2ccc(OC3CCN(Cc4ccccn4)CC3)cc2)C1 (stereo unspecified)	-2.0	2	-1	-1	2	-9	122	11	-3	10
Cc1ccc(C(=O)C2CCNCC2)cc1	-2.0	-5	23	2	6	-5	98	12	0	-8
CC1=C(C(=O)OCCOc2ccccc2)C(c2coc3ccccc3c2=O)C2=C(CCCC2=O)N1 (stereo unspecified)	-0.8	2	-10	1	0	8	101	4	-5	-2

Next structures:
Compound	MOR-DOR ag	V-ATPase pHluor	Arr AP2 block	DAGLB inhibitor	HTR5A ag ctr	PKA-R2B act	DSG3 Ab inh	MOR-DOR inv ag	PKA-R1A activ	HTR5A inv ctr
c1ccc(NCc2nc3ccccc3n2CCOc2ccccc2)cc1	-0.1	-1	1	-4	5	-7	101	1	-8	-17
Cn1c(NCC2CCCO2)nc2c1c(=O)n(Cc1ccccc1)c(=O)n2C (stereo unspecified)	-0.1	1	18	-1	8	4	103	0	-1	5
COc1ccc(S(=O)(=O)Nc2c3ccccc3nc(=O)n2-c2ccccc2)cc1	0.1	1	21	0	-2	8	71	-1	-6	8
CCC(=O)Nc1cccc(Br)c1	-3.4	1	15	0	-6	-6	98	16	0	14
CCN(CC)CCCn1c2c(c(SCC(=O)Nc3ccc4c(c3)OCCO4)nc1=O)CCC2	-0.3	-2	1	0	-4	-2	97	2	-10	9
COc1cc(NC(=O)c2c(F)c(F)c(OC)c(F)c2F)ccc1NC(=O)c1cccs1	-1.9	1	11	-4	-4	-4	112	8	-3	11
O=C(Cn1cnc2ccccc2c1=O)NCc1ccco1	3.5	2	10	-1	1	-3	108	-22	-4	-3
COc1cccc(NC(=O)c2cnc(SC)nc2)c1	-0.4	-3	0	1	-1	0	118	2	-2	27
O=C(O)c1oc2ccccc2c1CSCc1ccccc1	-0.6	0	1	6	0	-9	105	3	-4	0
Cc1ccc(NC(=S)NNc2ccc([N+](=O)[O-])cc2S(=O)(=O)Nc2ccccc2C(=O)O)cc1C	0.3	-2	38	24	2	-9	98	-1	-9	-3
C=CCn1c(COc2ccccc2)nnc1SCC(=O)N/N=C/c1ccc(C)cc1	3.5	-2	4	0	-2	-4	96	-21	-4	11
Cc1ccc(C)c(Cn2nnc3c(=O)[nH]c(C4CCCN(C(=O)C5CCCCC5)C4)nc32)c1 (stereo unspecified)	3.2	2	0	5	7	-4	103	-18	0	-4

(next part)
Compound	MOR-DOR ag	V-ATPase pHluor	Arr AP2 block	DAGLB inhibitor	HTR5A ag ctr	PKA-R2B act	DSG3 Ab inh	MOR-DOR inv ag	PKA-R1A activ	HTR5A inv ctr
CCCCC(NC(C)=O)c1nc2ccccc2n1CCC (stereo unspecified)	-2.8	-2	18	-2	2	-7	108	16	9	4
CC1CCCCC1NC(=O)CSc1nnc(N)s1 (stereo unspecified)	-1.9	-3	-10	-1	6	1	103	10	-14	-2
C#CCOC(=O)CCC(=O)NCCc1ccccc1	-2.9	3	-4	-2	-5	-6	.	12	5	12
Cc1ccc(S(=O)(=O)N2CCN(C(=O)c3cccc(F)c3)CC2)cc1	-2.4	-1	25	0	-1	-8	104	12	-1	-9
Cn1cc(CN2CC3C[C@@H]4CC2C[C@H](C3)C4)c(-c2ccc3c(c2)OCCO3)n1	-0.7	5	-19	1	-2	-6	100	4	7	7
CC(C)(CNC(=O)c1ccc(-c2cccc(C(F)(F)F)c2)o1)N1CCOCC1	-1.8	-6	-5	2	8	-5	95	10	1	-12
CCOCCn1c(CN(C)Cc2ccccc2)nc2c1c(=O)n(C)c(=O)n2C	-1.6	8	6	2	7	-3	98	10	-10	-21
CCC(C)NC(=O)Cn1cc(S(=O)(=O)N2CCCC2)c(S(=O)(=O)N2CCCC2)c1 (stereo unspecified)	-2.2	0	4	0	-1	-4	.	11	-8	11
O=C(COC(=O)c1ccc(NS(=O)(=O)c2ccc3c(c2)OCCO3)cc1)NC1CCS(=O)(=O)C1 (stereo unspecified)	-0.9	1	8	1	3	9	106	5	-1	-8
Cc1cc(C)cc(N(CC(=O)NCCSc2ccccn2)S(=O)(=O)c2ccccc2)c1	-0.6	2	6	-10	6	-1	94	3	5	-25
Cn1c(SCC(=O)N2CCOCC2)nnc1-c1ccccc1	1.4	3	-7	0	-2	-9	91	-9	-6	5
Cc1ccc(SCC(=O)OCC(=O)N2CCN(C(=O)c3ccco3)CC2)c(C)c1	-2.8	0	-7	3	0	-11	89	15	-7	-22

New compounds follow
Compound	MOR-DOR ag	V-ATPase pHluor	Arr AP2 block	DAGLB inhibitor	HTR5A ag ctr	PKA-R2B act	DSG3 Ab inh	MOR-DOR inv ag	PKA-R1A activ	HTR5A inv ctr
Cc1cc(C(=O)NCC2CCCO2)n(-c2ccccc2)n1 (stereo unspecified)	-2.5	1	10	2	0	-1	105	13	-3	-1
COc1ccccc1OCC(=O)NCC1CCCN(C(=O)c2ccccc2C(C)=O)C1 (stereo unspecified)	-2.2	0	4	2	0	-5	112	11	0	-1
CC(C)(C)NC(=O)C1CCN(S(=O)(=O)c2cccc(C(F)(F)F)c2)CC1	0.4	1	-13	2	-2	1	101	-2	6	-21
Nc1c(-c2ccc(Cl)cc2)cnn1-c1cccc(C(F)(F)F)c1	7.2	-1	7	-4	6	6	92	-35	6	-15
C/C(=N/NC(=O)c1cccc(N2CCCC2=O)c1)c1ccc(Br)cc1	-0.9	5	-8	-1	0	-7	100	5	-6	3

Bioassay records deposited in PubChem by several laboratories.
